# Bioassay records as filed in PubChem BioAssay.
# GlmU inhibition – inhibition of mycobacterial GlmU enzyme – biochemical, glucosamine-1-phosphate acetyltransferase (AID 1376). M. tuberculosis GlmU acetyltransferase enzyme assay; higher % means a stronger effect. one-dose inhibition, %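 (tested at 30 µM in the primary screen)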; IC50 in µM for titrated hits. actives 0.25% (n = 220,000); in the data active = inhibition above about 13%; inconclusive = no clear call, values can overlap the other calls;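 note: 0% = complete reaction with vehicle and 100% = reaction without substrate; strong numbers were not always called active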
# Mtb RmlCD inh – blocks M. tuberculosis RmlC and RmlD coupled enzymes; P9WH09+P9WH11; RmlC+RmlD coupled enzyme assay, percent inhibition; primary screen in compound mixtures; inhibition, % at 3.6 µM; actives 0.03% (n = 160,000); AID 1533; in the data active = inhibition mostly above about 34%, no sharp cut-off; inconclusive = no clear call, values can overlap the other calls; inactive = mostly below about 22%; note: some results filed as inactive read as strong as hits
# Target sequence (P9WH09 whole entry, looked up): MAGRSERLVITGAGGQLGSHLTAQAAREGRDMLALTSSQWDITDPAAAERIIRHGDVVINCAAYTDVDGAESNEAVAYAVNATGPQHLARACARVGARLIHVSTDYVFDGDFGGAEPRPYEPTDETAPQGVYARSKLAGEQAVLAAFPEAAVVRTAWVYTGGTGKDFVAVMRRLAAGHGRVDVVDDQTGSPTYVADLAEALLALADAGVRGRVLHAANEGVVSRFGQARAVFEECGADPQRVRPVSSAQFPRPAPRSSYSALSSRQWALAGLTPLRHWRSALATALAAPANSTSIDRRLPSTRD
# Target sequence (P9WH11 whole entry, looked up): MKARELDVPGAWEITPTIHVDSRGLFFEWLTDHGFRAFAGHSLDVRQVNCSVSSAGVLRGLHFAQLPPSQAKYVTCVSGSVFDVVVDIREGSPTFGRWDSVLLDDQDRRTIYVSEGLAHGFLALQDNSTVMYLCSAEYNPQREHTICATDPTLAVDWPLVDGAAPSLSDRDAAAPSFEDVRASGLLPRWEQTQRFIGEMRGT
# An asterisk follows results filed as active; ? = inconclusive; . = not tested or not shown. Not all compounds are listed. The share of hits here may be higher or lower than overall.
# Every second line gives: Mtb RmlCD inh | GlmU inhibition
- CCOc1ccc(C(=O)N(Cc2ccc(OC)cc2)Cc2cc3cc(OC)ccc3[nH]c2=O)cc1
  . | 0.6%
- O=C(NCC(c1cccs1)N1CCOCC1)c1cc([N+](=O)[O-])ccc1Cl (stereo unspecified)
  1.7 | -3.6%
- COc1ccc(S(=O)(=O)NCC2CCC(C(=O)NCCC(C)C)CC2)cc1 (stereo unspecified)
  10.3 | 1.1%
- CCOC(=O)c1cnc2c(C#N)cnn2c1N
  -2.3 | -0.4%
- NS(=O)(=O)c1ccc(CCNC(=O)/C=C/c2cccc([N+](=O)[O-])c2)cc1
  -12.3 | 1.0%
- CCSc1nc(C)c(C)c(=O)[nH]1
  3.7 | 3.2%
- COc1ccc(OC)c(NC(=O)CSc2nc(C)cs2)c1
  -8.5 | -1.6%
- O=C1N2CCCc3cccc(c32)C12Nc1ccccc1S2 (stereo unspecified)
  . | 3.5%
- Cc1cc(NC(=O)c2ccc(Br)cc2)nc(C)n1
  -14.2 | 0.3%
- O=C(Nc1ccccc1-c1ccccc1)c1ccco1
  . | -1.6%
- CCCCn1c(SCC(=O)OCC)nnc1-c1ccoc1C
  10.0 | -4.5%
- COC(=O)c1ccc(OC(C)C(=O)c2ccc(C)cc2)cc1 (stereo unspecified)
  -9.8 | -5.3%
- CCCn1nnc(NC(=S)NC(=O)C(C)(C)C)n1
  . | -0.3%
- COc1ccc(Nc2nc(-c3sc(N)nc3C)cs2)cc1
  . | 0.5%
- CCOC(=O)c1sc(=S)n(C)c1NC(=O)c1cccc(Br)c1
  20.8 | 2.0%
- O=C(CCc1ccccc1)NCc1cccnc1
  19.8 | -3.5%
- NC(=O)c1ccccc1
  13.0 | -3.8%
- COc1cc(S(=O)(=O)NCC2OCCc3ccccc32)ccc1-n1cnnn1 (stereo unspecified)
  -10.8 | 8.3%
- Oc1ccc(/C=N/N=C(c2ccccc2)c2ccccc2)c(O)c1O
  -7.6 | 19.3µM*
- COc1cc2c(cc1OC)C(=O)CCS2
  -0.3 | 5.8%
- COc1cc(NC(=O)COc2ccc(Cl)cc2)ccc1NC(=O)C(C)C
  . | -3.7%
- CN(C(=O)COc1cccc(Br)c1)C1CCS(=O)(=O)C1 (stereo unspecified)
  -0.5 | -2.1%
- CCOC(=O)C1=C(C)NC(=O)CC1c1ccccc1 (stereo unspecified)
  5.1 | 0.0%
- CCN1CCCC1CNC(=O)C(=O)NCc1ccccc1 (stereo unspecified)
  -9.1 | .
- C=CCN1CCN(C(CCC)c2nnnn2Cc2ccco2)CC1 (stereo unspecified)
  -7.5 | -7.0%
- O=C(Nc1ccc2c(c1)OCCO2)C1CCN(S(=O)(=O)c2ccc(Br)s2)CC1
  . | -3.7%
- CCOC(=O)C1CCN(S(=O)(=O)c2ccc3[nH]c(=O)oc3c2)CC1
  . | -3.7%
- Cc1ccc(NC2=NCCCCC2)cc1C
  3.6 | 0.7%
- CC(C)c1ccc(NC(=O)C(c2ccc3c(c2)OCO3)N2CCCCC2)cc1 (stereo unspecified)
  -4.8 | -2.8%
- CCc1ccccc1N1CN(Cc2ccco2)CNC1=S
  8.0 | 4.3%
- CSc1nnc2c3ccccc3c3ccccc3c2n1
  14.7 | .
- CCOC(=O)c1cc(-c2ccccc2)sc1NC(=O)CSc1nncs1
  20.4 | -3.4%
- COc1ccccc1CCc1nnc(CCC(=O)NCC[C@@H]2C[C@@H]3C=C[C@H]2C3)o1
  -9.5 | 6.7%
- Cc1cc(C)n(-c2ccc(C(=O)Nc3ccc(S(=O)(=O)N(C)C)cc3)cc2)n1
  8.2 | 4.2%
- Cn1c(SCC(=O)OC2CCCCC2)nnc1-c1ccc2c(c1)OCO2
  . | -2.6%
- Cc1cc(NC(=O)CCC(=O)N(c2ccccc2)C(C(=O)NC2CCCC2)c2ccncc2)no1 (stereo unspecified)
  -6.1 | -1.3%
- CCCCN1C(=N)C(CC)(CC)C(=O)NC1=O
  5.6 | -0.3%
- Cc1nn(C)cc1NC(=O)CCSc1nc(-c2ccco2)cc(C(F)(F)F)n1
  -4.7 | -5.6%
- COc1cccc(NC2SC(=O)N(c3ccccc3)C2=O)c1 (stereo unspecified)
  -8.0 | 4.7%
- CN(C)CCNc1c(N)c(=O)oc2ccccc12
  7.3 | -3.2%
- Cc1nc2ccccc2n1-c1nc(-c2ccco2)cc(C(F)(F)F)n1
  12.9 | 1.5%
- Cc1ccc2cc(C#N)c(SCc3nnc(-c4ccccc4[N+](=O)[O-])o3)nc2c1
  1.9 | 3.5%
- O=C(c1cnn2c(C(F)(F)F)cc(-c3ccco3)nc12)N1CCCc2ccccc21
  . | 6.2%
- CCCCOC(=O)C1=C(C)Nc2ncnn2C1c1cc(OC)c(OC)cc1OC (stereo unspecified)
  -0.7 | -4.4%
- COc1ccccc1OCCCC(=O)Nc1ccc([N+](=O)[O-])cc1Br
  -13.7 | -1.4%
- CC(C)(C)c1ccc(OCCOc2ccc(C(C)(C)C)cc2NC=O)c(NC=O)c1
  -9.0 | 7.8%
- COc1cccc2sc(N(CCCN(C)C)C(=O)COc3ccc(Cl)cc3)nc12
  17.4 | -6.7%
- COCCNc1nc(=S)[nH]c2cc(OC)c(OC)cc12
  2.8 | 5.7%
- CN(C)c1ccc(N/C=C/C(=O)C(C)(C)C)cc1
  . | -3.0%
- O=c1cc2c(nn1Cc1ccc(Cl)cc1)-c1ccccc1CC2
  8.2 | 2.2%
- CC1(C)Oc2ccc(/C=C/C(=O)N3CCOCC3)c(O)c2C(N2CCOCC2)C1O (stereo unspecified)
  6.6 | -4.2%
- O=C(CCNS(=O)(=O)c1cccs1)NCc1ccccc1
  0.3 | 2.0%
- CCC(=O)Nc1ccc2c(c1)nc(CCN1CCN(c3ccccc3)CC1)n2C
  12.0 | 1.9%
- O=C(NCC1CCCO1)c1ccc2c(c1)C(=O)N(C1CCCCC1)C2=O (stereo unspecified)
  . | -2.1%
- Oc1ccc2ccccc2c1CN1CCN(c2ccccc2F)CC1
  . | 5.7%
- COc1ccc2nc(NC(=O)c3ccoc3C)sc2c1
  . | 1.6%
- Cc1ccc2c(c1)N(CCC(=O)NCc1cccs1)C(=O)C(C)O2 (stereo unspecified)
  -8.4 | 2.5%
- C/C=C\C(=O)Nc1cccc(C2=NOC3(C2)C[C@@H](C(N)=O)N(C(=O)c2ccccc2)C3)c1 (stereo partly specified)
  . | -1.9%
- O=C(COC(=O)Cc1ccc(Br)cc1)NCc1ccc(F)cc1
  -3.5 | -4.1%
- Cc1ccccc1N1CCN(S(=O)(=O)N(C)C)CC1
  13.8 | 1.3%

# (list continues)
# Every second line gives: Mtb RmlCD inh | GlmU inhibition
- CC(C)(C)OC(=O)N1CCN(C(=O)Cn2cc(CCO)nn2)CC1
  . | -2.7%
- CC(=O)N1CCc2cc(S(=O)(=O)NC(C(=O)NCc3ccccc3)C(C)C)ccc21 (stereo unspecified)
  . | -0.3%
- Cc1cc(/C=N/NC(N)=O)c(C)n1-c1ccc(F)cc1
  5.4 | 3.9%
- COc1cc(C)c(NC(=O)C(=S)NCCc2ccccc2)cc1C
  2.3 | 4.1%
- CC(C)(C)c1ccc(OC(=O)c2cccnc2)cc1
  2.2 | 1.5%
- N#Cc1c(C(F)(F)F)cc(-c2ccccc2)nc1SCc1nc(N)nc(N2CCOCC2)n1
  . | 2.5%
- CC(C)[C@H](Nc1ccc(S(=O)(=O)N2CCOCC2)cc1[N+](=O)[O-])C(=O)OCC(=O)N(C(C)C)C(C)C
  11.0 | 3.2%
- O=c1cc(N2CCc3ccccc32)[nH]c(=O)n1-c1ccc(Cl)cc1
  12.8 | 4.6%
- CC(=O)N(C)c1ccc(NC(=O)/C=C/c2ccccc2Cl)cc1
  . | -0.3%
- COC(=O)c1ccc(CSc2nnc(CS(=O)Cc3ccc(Br)cc3)n2-c2ccccc2)cc1 (stereo unspecified)
  -4.0 | 2.6%
- CCc1cc(C(=O)Nc2ccc(C)cc2Br)cs1
  . | -4.9%
- COc1cccc(OC)c1OCCCOc1cccc2cccnc12
  1.2 | -0.7%
- Cn1c(=O)c2[nH]c(N3CCN(c4ccccn4)CC3)nc2n(C)c1=O
  12.1 | -0.6%
- CN(Cc1ccon1)C(=O)CCc1nnc(Cc2ccc(-c3ccccc3)cc2)o1
  -6.5 | -3.6%
- S=c1nc(-c2ccccc2)[nH]c2ccccc12
  8.8 | -2.1%
- Cc1ccc(S(=O)(=O)Nc2cccc(N(C)S(C)(=O)=O)c2)cc1[N+](=O)[O-]
  . | 2.4%
- CCOP(=O)(OCC)C(NC(=O)Nc1ccc(Cl)cc1)c1ccccc1 (stereo unspecified)
  -8.0 | 1.9%
- Cc1ccc(NC(=O)C(NC2CCCc3ccccc32)c2ccccc2)cc1Cl (stereo unspecified)
  -2.9 | 10.0%
- Cc1ccc(C(=O)Nc2nnc(C)s2)cc1
  -12.5 | -1.0%
- O=[N+]([O-])c1ccc(N2CCCCC2)c(-c2nn[nH]n2)c1
  -6.7 | -1.1%
- COc1ccc(/C=N/Nc2ccc(C(=O)O)cc2)cc1Br
  1.2 | 8.5%
- C/C(=N\NC(=S)Nc1cc(S(=O)(=O)N2CCOCC2)ccc1Cl)c1ccccc1F
  3.6 | -0.9%
- Cc1c(C(=O)NCc2ccc3c(c2)OCO3)oc2ccc(S(=O)(=O)N3CCCCC3)cc12
  -2.3 | -2.8%
- CN(C)S(=O)(=O)N1CCC(Cc2ccccc2)CC1
  -4.8 | 2.2%
- O=c1onc(-c2cccnc2)n1-c1ccccc1F
  -9.2 | 0.7%
- Cc1ccc2c(COC(=O)C34CC5CC(CC(C5)C3)C4)cc(=O)oc2c1
  2.6 | 6.9%
- Cc1ccccc1-n1nc(C(=O)c2cccs2)cc(-c2nc3ccccc3[nH]2)c1=N
  32.6 | 4.3%
- CCCCNC(=S)N(C)/N=C/c1ccc(OCC(=O)Nc2ccc(OC)cc2)c(OC)c1
  . | 1.3%
- CC(=O)c1c(C)[nH]c(C(=O)N2CCN(c3ccc(F)cc3)CC2)c1C
  -2.1 | 0.2%
- O=C(Nc1ccc2c3c(cccc13)CC2)c1ccco1
  -0.3 | 2.0%
- Cc1sc(NC(=O)Cn2cnnn2)nc1-c1ccc(Cl)cc1
  . | -5.3%
- Cc1[nH]nc2c1C(c1cccs1)C1=C(CCCC1=O)N2 (stereo unspecified)
  4.0 | 1.2%
- CCn1nnnc1SCC(=O)N1CCc2ccccc21
  . | 2.8%
- COc1ccc(O)c(CNn2c(-c3ccc(Br)cc3)nc3ccccc3c2=O)c1
  -1.6 | 2.1%
- CCc1nc2ccccc2n1Cc1ccccc1OC
  5.2 | -0.4%
- COc1ccc(N2CCN(C(=O)CN(c3ccccc3)S(C)(=O)=O)CC2)cc1
  7.3 | -2.8%
- Cc1cc(C)c2nc(C)cc(Nc3ccc(C(=O)NCCO)cc3)c2c1
  ? | -2.0%
- Fc1cccc2sc(N3CCOCC3)nc12
  8.4 | 4.7%
- CC(C)OCC1Cn2c(nc3c2c(=O)n(C)c(=O)n3C)O1 (stereo unspecified)
  4.7 | 2.1%
- COc1cccc(NC(=O)C2CCC(CNS(=O)(=O)c3cccs3)CC2)c1 (stereo unspecified)
  9.5 | -6.4%
- COc1ccc(S(=O)(=O)NCCOc2ccccc2)cc1OC
  5.2 | 0.0%
- CCOC(=O)C1=C(C)N=c2s/c(=C/c3ccccc3)c(=O)n2C1c1ccc(OC)c(OC)c1 (stereo unspecified)
  22.6 | 1.5%
- COc1ccc(NC(=O)Cc2c(C)n(C(=O)c3ccc(Cl)cc3)c3ccc(OC)cc23)cc1
  -6.9 | 4.8%
- COc1ccc(NC(=O)c2ccc(-c3ccccc3)cc2)cc1S(=O)(=O)N1CCOCC1
  0.7 | -1.2%
- O=C(COC(=O)CCSc1ccccc1)Nc1ccc(F)cc1Cl
  -13.7 | 1.9%
- CCOc1cc(S(=O)(=O)NCc2ccccn2)c(C)cc1C
  5.2 | .
- CC(C)CCNC(=O)CN(C)S(=O)(=O)c1cccc2nsnc12
  . | -6.5%
- NS(=O)(=O)c1ccc(NNC(=O)c2cccs2)cc1
  9.4 | 5.6%
- CCC1(C)Cc2nc(Cl)c(C#N)cc2CO1 (stereo unspecified)
  -8.1 | 6.0%
- COc1c(F)c(F)c(C(=O)Nc2c(C)cc(Br)cc2C)c(F)c1F
  1.5 | 3.3%
- O=C(CCCCCN1C(=O)c2ccccc2C1=O)Oc1ccc2c3c(c(=O)oc2c1)CCC3
  23.3 | -2.1%
- O=C(CCC(=O)NNC(=O)COc1ccc(Br)cc1)NCc1ccccc1
  -2.4 | -4.9%
- Cc1oc(C(=O)Nc2ccc(O)cc2)cc1COc1ccccc1
  -9.5 | -3.0%
- O=C(Nc1cccnc1)Nc1ccc2c(c1)OCO2
  . | 1.4%
- C#CCN1C(=O)C2(C(C#N)=C(N)OC(C)=C2C(=O)OCc2ccccc2)c2ccccc21 (stereo unspecified)
  -11.9 | 8.0%
- CC#CCN1c2ccccc2[C@]23C[C@@H](C(=O)OC)N(C(=O)NC(C)(C)C)C2=NC(C(=O)OC)=C(C(=O)OC)[C@H]13
  . | -3.1%
- O=C(c1cc([N+](=O)[O-])cc([N+](=O)[O-])c1)N(Cc1nnc(-c2ccccc2Cl)o1)C1CC1
  -7.1 | -6.2%
- CC(C)(C)c1ccc(C(=O)NNC(=O)c2ccccc2Br)cc1
  13.0 | -4.8%
- CCOc1cc(CNc2ncn[nH]2)ccc1OCC(=O)NC(C)(C)C
  9.3 | -0.3%
